MITF primary – blocks human microphthalmia-associated transcription factor; O75030; AlphaScreen MITF homodimerization, bead proximity signal; inhibition, % at 2.6 µM; 0.91% of 650,000 active; AID 1259374; in the data active = inhibition above about 50%;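 also: 0% = vehicle wells with protein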
TEAD-YAP block – TEAD-YAP interaction inhibition; HEK-TIYL cells, TEAD-Gal4/YAP UAS-luciferase luminescence; inhibition, % at 9.12 µM; 1.4% of 640,000 active; AID 1259422; in the data active = inhibition above about 32%;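 also: 0% = median of test compound wells and 100% = reference inhibitor wells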
GPR151 ag – activates the human receptor GPR151. Q8TDV0. AID 1508602. PathHunter beta-arrestin GPR151 cells, luminescence. activation, % at 11.2 µM. 1% of 650,000 active; in the data active = activation above about 4.9%;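 also: 0% = median of compound wells and 100% = cells with positive control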
Target sequence (Q8TDV0 whole entry, looked up): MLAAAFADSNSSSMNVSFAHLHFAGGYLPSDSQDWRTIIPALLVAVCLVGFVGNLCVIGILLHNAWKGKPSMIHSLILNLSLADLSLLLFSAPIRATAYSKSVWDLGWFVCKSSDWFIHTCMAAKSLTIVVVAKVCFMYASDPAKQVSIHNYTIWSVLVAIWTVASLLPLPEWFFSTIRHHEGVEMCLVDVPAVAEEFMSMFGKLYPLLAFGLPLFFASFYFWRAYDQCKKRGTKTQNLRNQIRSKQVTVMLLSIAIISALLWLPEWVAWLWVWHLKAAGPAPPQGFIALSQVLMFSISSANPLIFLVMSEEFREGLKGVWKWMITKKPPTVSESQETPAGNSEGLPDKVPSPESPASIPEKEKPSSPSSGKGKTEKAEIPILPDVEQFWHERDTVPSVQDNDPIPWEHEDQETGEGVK
FBW7 activator – human FBW7 E3 ligase activation, primary screen | Q969H0 | AlphaScreen FBW7–phospho-cyclin E peptide binding, activator screen | normalized activity (activation), % at 26.1 µM | 0.13% of 650,000 active | AID 1259310; in the data active = normalized activity above about 1.9%;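 also: purified mutant Fbw7 with reduced substrate affinity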
Target sequence (Q969H0 whole entry, looked up): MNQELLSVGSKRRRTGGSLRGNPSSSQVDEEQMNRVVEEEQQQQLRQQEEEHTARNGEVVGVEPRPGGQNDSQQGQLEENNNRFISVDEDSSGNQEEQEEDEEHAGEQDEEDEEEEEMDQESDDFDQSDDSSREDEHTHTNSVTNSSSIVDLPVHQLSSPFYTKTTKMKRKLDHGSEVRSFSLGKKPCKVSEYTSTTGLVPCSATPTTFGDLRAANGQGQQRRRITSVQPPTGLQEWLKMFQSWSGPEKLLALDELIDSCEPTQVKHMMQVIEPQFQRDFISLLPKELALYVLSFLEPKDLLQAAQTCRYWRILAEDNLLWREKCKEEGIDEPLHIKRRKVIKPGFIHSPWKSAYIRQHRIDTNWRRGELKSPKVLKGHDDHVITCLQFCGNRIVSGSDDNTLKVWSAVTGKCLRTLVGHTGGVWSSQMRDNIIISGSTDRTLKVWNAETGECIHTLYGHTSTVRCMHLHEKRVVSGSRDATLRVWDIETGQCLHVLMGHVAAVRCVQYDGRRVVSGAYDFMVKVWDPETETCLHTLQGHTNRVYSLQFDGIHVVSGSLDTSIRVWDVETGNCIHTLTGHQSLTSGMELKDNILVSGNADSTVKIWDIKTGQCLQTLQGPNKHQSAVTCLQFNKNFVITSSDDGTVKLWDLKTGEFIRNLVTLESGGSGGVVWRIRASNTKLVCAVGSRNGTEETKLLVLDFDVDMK
Numbers without * were called inactive; & = joins results of further samples. Rows are unselected; overall some 3.5% were active at least once.

SMILES	MITF primary	TEAD-YAP block	GPR151 ag	FBW7 activator
c1ccc(-n2cnc3c(NCc4nc5ccccc5[nH]4)nc(N4CCN(c5ccccn5)CC4)nc32)cc1	-1	48*	-1.8	-0.1
CCCNC(=O)C/C(C)=N/NC(=O)C12CC3CC(CC(C3)C1)C2	-15	-44	0.2	-0.1
Cc1c(C(=O)Nc2ccc3c(c2)OCCO3)sc2nc(-c3ccccc3)cn12	-2	-10	-1.0	0.4
CCc1cc(=O)[nH]c(-n2nc(-c3ccco3)cc2NC(=O)C2CC2)n1	10	-5	-1.7	0.5
O=C1C2C3C=CC(C4CC34)C2C(=O)N1/N=C/c1ccc([N+](=O)[O-])cc1 (stereo not drawn)	-5	-17	2.1	0.3
NC(=O)COC(=O)c1cc(Cl)ccc1[N+](=O)[O-]	18	-1	-0.5	0.8
c1ccc(Oc2ccc(-c3csc(-c4nc(-c5ccc(Oc6ccccc6)cc5)cs4)n3)cc2)cc1	10	-3	2.3	0.0
O=C1c2ccccc2C(Nc2ccccc2Cl)N1c1cccnc1 (stereo not drawn)	-3	-11	-1.3	-0.1
COc1cc(Nc2nc(-c3ccccc3)nc3c2ncn3-c2ccccc2)cc(OC)c1OC	-5	-1	1.5	0.0
CC(=O)Nc1ccc(C(=O)Nc2ccc(S(=O)(=O)N3CCOCC3)cc2)cc1	-4	-2	1.0	-0.1
CCOc1ccc(NC(=O)c2cc(-c3ccccc3)nc3ccc(C)cc23)cc1	-8	-3	-0.9	0.2
CC(SC#N)C(=O)C12CC3CC(CC(C3)C1)C2 (stereo not drawn)	3	18	2.9	0.0
CC1CCc2sc(NC(=O)C(Cc3ccccc3)Cc3ccccc3)c(C#N)c2C1 (stereo not drawn)	10	-4	-0.9	-0.1
CCOC(=O)C1=C(c2ccccc2)N(C)C(=O)NC1c1ccccc1OC (stereo not drawn)	6	0	0.0	-0.1
C/C(=N\Nc1nnc2c(n1)[nH]c1ccccc12)c1ccccn1	16	3	-1.2	-0.2
COc1ccc(CNC(=O)C(NS(=O)(=O)c2cccs2)C(C)C)cc1 (stereo not drawn)	1	3	0.5	0.1
Cc1cccc(NC(=O)Cc2csc3nc(-c4ccc(F)cc4)cn23)c1C	12	2	0.5	0.1
CC(=O)NCCc1nc2ccccc2n1CCCOc1ccccc1C	21	2	-1.8	0.1
COc1cc2nc(Nc3ccc(N4CCOCC4)cc3)nc(NCc3cccc(C(F)(F)F)c3)c2cc1OC	21&13	14&13	-0.9&0.7	-0.4&-0.3
COC(=O)C1(C(F)(F)F)N=C2C=CC(Cl)=CN2C(c2ccc(Cl)cc2)=N1 (stereo not drawn)	3	11	0.7	-0.1
CNC(=S)N/N=C/c1c(F)cccc1F	4	0	-0.1	-0.1
O=C(Oc1ccc(N(C(=O)c2ccccc2)S(=O)(=O)c2ccc3ccccc3c2)cc1)c1ccccc1	11	2	-0.6	-0.1
O=C(O)CCCN1C(=O)C(=O)/C(=C(\O)c2ccccc2)C1c1ccc(F)cc1 (stereo not drawn)	29	4	0.3	0.2
Cc1cc(NC(=O)CCC(=O)N(c2ccccc2)C(C)C(=O)NC2CCCC2)no1 (stereo not drawn)	1	0	-0.7	0.1
CCc1ccc(NC(=O)CN2C(=O)C3C4C=CC(C4)C3C2=O)cc1 (stereo not drawn)	14	-10	1.8	0.1
COCC1=C(C(=O)OC)C(c2cc(Br)ccc2OC)n2ncnc2N1 (stereo not drawn)	6	14	-0.1	0.5
Cc1cc2nc(C(Cl)(Cl)Cl)nc(=O)n2o1	-10	-4	-0.4	0.0
CN(C)c1cccc(Nc2ccc(-c3ccc(C=O)cc3)cn2)c1	39	-1	-0.3	-1.1
COc1ccc(-c2cc(C(=O)Nc3ccccc3C)c3ccccc3n2)cc1	5	-1	-0.6	0.0
CN(C(=O)CCCC(=O)O)c1nccs1	6	-3	0.1	0.0
COCCCNC(=O)C1c2ccccc2C(=O)N(C)C1c1ccc(OC)cc1 (stereo not drawn)	-6	5	-0.6	-0.1
C#CCN1C(=O)C(O)(c2c(C)[nH]c3ccccc23)c2ccccc21 (stereo not drawn)	-4	6	-0.2	-0.1
CC1=C(C(=O)OCCOC(C)C)C(c2ccc(Cl)c(Cl)c2)NC(=O)N1 (stereo not drawn)	0	8	0.7	-0.3
CC(=O)c1cccc(-c2cnc(N3CCN(CCO)CC3)c3nccn23)c1	-10	-26	-0.5	-0.1
CCN1CCc2c(sc(NC(=O)c3ccc(S(=O)(=O)N4CCCCCC4)cc3)c2-c2nc3ccccc3s2)C1	0	-1	-2.0	-0.1
CC(C)N(CCNC(=O)c1ccc(-c2csc3ccccc23)s1)C(C)C	-12	5	-1.1	0.0
CC(=O)CSc1nnc(-c2ccncc2)n1Cc1ccccc1	-12	-6	0.2	-0.1
Cc1ccc(C(c2nnnn2C2CCCCC2)N2CCSCC2)cc1 (stereo not drawn)	-8	24	0.2	0.1
O=c1oc2ccccc2cc1-c1nc(-c2ccccc2)c2cc(Cl)ccc2n1	-7	-2	0.0	-0.1
COc1ccc(NC(=O)CN(c2ccc(C)cc2)S(=O)(=O)c2c(C)n[nH]c2C)cc1	-5	-5	0.9	-0.4
COc1ccc(NC(=O)c2nn3c(c2Cl)NC(c2ccc(OC)c(OC)c2)CC3C(F)(F)F)cc1OC (stereo not drawn)	-9	-4	-0.2	-0.1
COc1ccc(NC(=O)CCCOc2ccc(Cl)cc2)c(OC)c1	-15	-4	0.9	0.0
COc1ccc(/C=C(\C(C)=O)[N+](=O)[O-])cc1	-3	9	-1.1	-0.1
c1ccc(CNc2nc(Nc3nccc4ccccc34)nc3c2ncn3-c2ccsc2)cc1	5	-6	1.5	0.0
O=C1N2c3ccccc3Sc3cccc(c32)C1(O)C(F)(F)F (stereo not drawn)	2	0	0.4	-0.3
Cc1c(Cl)cccc1NC(=O)c1cccnc1Cl	-8	1	-0.2	0.1
C/C(Cn1cnc([N+](=O)[O-])n1)=N/NC(=O)COc1ccccc1[N+](=O)[O-]	8	-7	-0.7	-0.1
COc1ccccc1N1C(=O)CCC1(C#N)c1ccccc1 (stereo not drawn)	2	-6	0.4	0.0
COc1cc(Nc2nc(Nc3ccnn3C)nc3c2ncn3Cc2ccc(C(F)(F)F)cc2)cc(OC)c1OC	15	-7	-2.6	0.4
COCCOC(=O)C1=C(C)NC(=O)NC1c1ccc(OCc2ccccc2)cc1 (stereo not drawn)	4	2	0.4	-0.1
O=S(=O)(CCN1CCc2ccccc2C1)c1ccc(Br)cc1	-8	6	1.8	0.1
c1ccc(N2CCCCC2)c(Nc2nc3ccccc3n3nnnc23)c1	-3	8	6.0*	-0.1
COC(=O)c1c(NC(=O)c2nn3c(C(F)(F)F)cc(-c4ccccc4)nc3c2Cl)sc2c1CCC(C)C2 (stereo not drawn)	12	0	1.1	-0.1
CC1=C(C(=O)OC2CCCC2)C(c2cc3c(cc2Cl)OCO3)C2=C(CC(c3ccccc3)CC2=O)N1 (stereo not drawn)	-11	5	-1.5	0.2
Cc1cc(C(=O)NCCCN=C2NS(=O)(=O)c3ccccc32)c2ccccc2n1	13	0	-0.7	0.4
COCCOC(=O)C1=C(C)NC(=O)CC1c1cc([N+](=O)[O-])ccc1Cl (stereo not drawn)	-2	5	-0.5	-0.2
COc1cc(CN2CC(=O)N(c3ccc(Oc4ccccc4)cc3)C2=S)cc(OC)c1OC	3	10	1.2	0.1
Cc1ccc(C(=O)Nc2cccc(/C=N/Nc3nnc(C)c(=O)[nH]3)c2)cc1	-1	-55	-0.1	0.0
COc1ccc(-c2nc(Nc3cc(Oc4ccccc4)cc([N+](=O)[O-])c3)c3ccccc3n2)cc1OC	22	-13	-1.4	0.2
CCc1nc(N2CCN(C(=S)NC)CC2)c2c3c(sc2n1)CCCC3	5	22	-1.4	-0.1

The results go on.
SMILES	MITF primary	TEAD-YAP block	GPR151 ag	FBW7 activator
N#CC(C#N)=C(N)/C(C#N)=C/c1ccc(OC(=O)c2cccs2)cc1	12	6	0.2	-0.4
O=C(NCCc1nnc2n1CCN(C(=O)/C=C/c1ccncc1)CC2)C1CCCCC1	11	1	1.5	0.2
O=C(Cc1csc(Nc2ccccn2)n1)N1CCCC1	3	-7	1.5	-0.4
Cc1cc(C)c2c(c1)[nH]c1nnc(SCC(=O)Nc3ccc(Cl)cc3)nc12	0	1	0.0	0.0
O/N=C1/CC(O)(C(F)(F)F)Oc2ccc(Cl)cc21 (stereo not drawn)	-5	-9	-0.8	0.1
Cc1ccc(Cl)cc1N(CC(=O)Nc1cccnc1)S(=O)(=O)c1ccccc1	-1	1	-0.5	0.1
C/C(CC(=O)Nc1ccc(N(C)C)cc1)=N\NC(=O)c1ccc([N+](=O)[O-])cc1Cl	-10	-4	-0.3	-0.4
COc1ccc(C(=O)NNC(=O)CCCOc2ccc(Cl)cc2Cl)cc1	8	0	-1.3	-0.1
CC1(C)CC(=O)c2sc(NC(=O)c3cccc(C(F)(F)F)c3)nc2C1	-4	-18	-1.2	-0.2
COc1ccc(CCN2C(=O)CC(C(=O)Nc3ccc(I)cc3)SC2=Nc2ccc(F)cc2)cc1 (stereo not drawn)	11	2	1.6	0.0
C[C@H](NC(N)=O)C(=O)N1CCN(c2ccccc2Cl)CC1	-7	-10	-2.6	-0.1
Cc1ccc2c(c1)-c1c(cnn1CC(=O)N1CCC(N3CCCCC3)CC1)CO2	3	5	0.6	0.1
CCCN(CCC)S(=O)(=O)c1ccc2[nH]c(=O)c(=O)[nH]c2c1	8	6	-0.4	0.1
O=C(CN1CCN(Cc2ccccc2Cl)CC1)N/N=C/C=C\c1ccco1	7	-8	-1.8	0.0
COc1ccc(OC)c(NC(=O)CCc2c(C)nc3nc[nH]n3c2=O)c1	12	17	0.2	-0.1
CCCOc1ccc(S(=O)(=O)NC2CCCCC2)cc1	14	11	-0.2	0.3
O=C1CCCCN1CCC(=O)N1CCCC(N2CCN(c3ccccc3)CC2)C1 (stereo not drawn)	3	1	-1.4	0.5
O=C(Cn1cnc2sc3c(c2c1=O)CCCC3)NCCc1ccccc1Cl	-1	-3	-1.8	-0.1
O=C(Nc1ccc(F)c(F)c1)c1cnc2ccccn2c1=O	9	-37	-0.6	0.7
CCOC(=O)c1oc2ccccc2c1NC(=O)c1ccc(S(=O)(=O)N2CCC(C)CC2)cc1	17	-9	-0.3	0.4
CC(=O)c1ccc(OC(=O)c2ccc([N+](=O)[O-])c(C)c2)cc1	5	4	-0.3	0.3
COCC(=O)NNC(=O)c1cccs1	2	-13	1.8	0.0
CCOc1ccccc1NC(=O)C(=O)N/N=C/c1ccc(OCc2ccccc2)cc1	6	-8	2.6	0.2
Cc1cccc(NC(=O)C2CCCN2c2nnc(N3CCCC3=O)s2)c1C (stereo not drawn)	-12	-2	-0.4	0.2
CCN(CC)S(=O)(=O)c1ccc(Cl)c(C(=O)Nc2sc3c(c2C#N)CCCC3)c1	0	21	-0.1	0.1
CCc1ccc(NC(=O)C(=O)NCc2cccnc2)cc1	-11	-26	-0.5	-0.3
O=C(CSc1nc2ccccc2o1)N1CCN(Cc2csc(-c3ccccc3)n2)CC1	15	-6	1.4	-0.1

18 compounds already listed, arranged by molecular weight, descending.
SMILES	MITF primary	TEAD-YAP block	GPR151 ag	FBW7 activator
COc1ccc(CCN2C(=O)CC(C(=O)Nc3ccc(I)cc3)SC2=Nc2ccc(F)cc2)cc1 (stereo not drawn)	11	2	1.6	0.0
CCN1CCc2c(sc(NC(=O)c3ccc(S(=O)(=O)N4CCCCCC4)cc3)c2-c2nc3ccccc3s2)C1	0	-1	-2.0	-0.1
c1ccc(CNc2nc(Nc3nccc4ccccc34)nc3c2ncn3-c2ccsc2)cc1	5	-6	1.5	0.0
COc1ccc(NC(=O)CN(c2ccc(C)cc2)S(=O)(=O)c2c(C)n[nH]c2C)cc1	-5	-5	0.9	-0.4
Cc1ccc(Cl)cc1N(CC(=O)Nc1cccnc1)S(=O)(=O)c1ccccc1	-1	1	-0.5	0.1
CC1CCc2sc(NC(=O)C(Cc3ccccc3)Cc3ccccc3)c(C#N)c2C1 (stereo not drawn)	10	-4	-0.9	-0.1
O=C1CCCCN1CCC(=O)N1CCCC(N2CCN(c3ccccc3)CC2)C1 (stereo not drawn)	3	1	-1.4	0.5
CC1=C(C(=O)OCCOC(C)C)C(c2ccc(Cl)c(Cl)c2)NC(=O)N1 (stereo not drawn)	0	8	0.7	-0.3
O=C(O)CCCN1C(=O)C(=O)/C(=C(\O)c2ccccc2)C1c1ccc(F)cc1 (stereo not drawn)	29	4	0.3	0.2
COCCCNC(=O)C1c2ccccc2C(=O)N(C)C1c1ccc(OC)cc1 (stereo not drawn)	-6	5	-0.6	-0.1
COc1ccc(-c2cc(C(=O)Nc3ccccc3C)c3ccccc3n2)cc1	5	-1	-0.6	0.0
Cc1ccc(C(c2nnnn2C2CCCCC2)N2CCSCC2)cc1 (stereo not drawn)	-8	24	0.2	0.1
c1ccc(N2CCCCC2)c(Nc2nc3ccccc3n3nnnc23)c1	-3	8	6.0*	-0.1
CC(=O)c1ccc(OC(=O)c2ccc([N+](=O)[O-])c(C)c2)cc1	5	4	-0.3	0.3
CC(SC#N)C(=O)C12CC3CC(CC(C3)C1)C2 (stereo not drawn)	3	18	2.9	0.0
CNC(=S)N/N=C/c1c(F)cccc1F	4	0	-0.1	-0.1
CN(C(=O)CCCC(=O)O)c1nccs1	6	-3	0.1	0.0
COCC(=O)NNC(=O)c1cccs1	2	-13	1.8	0.0

Compound profiles, from the list above. Screens in order: MITF primary	TEAD-YAP block	GPR151 ag	FBW7 activator
O=C(CSc1nc2ccccc2o1)N1CCN(Cc2csc(-c3ccccc3)n2)CC1 in the list: 15	-6	1.4	-0.1
CCN(CC)S(=O)(=O)c1ccc(Cl)c(C(=O)Nc2sc3c(c2C#N)CCCC3)c1 in the list: 0	21	-0.1	0.1

Assay outcomes from PubChem BioAssay.
